High-throughput results as filed in PubChem.
CHO parental Ca = signal in parental CHO cells, OX1R antagonist counter-screen. AID 463079. inhibition, % at 5.6 µM. parental CHO-K1, ATP-induced calcium, Fluo-8 fluorescence. 330,000 compounds, 0.63% hits;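 active = inhibition above that plate's mean sample inhibition plus 3 SD, cut at about 26% in these data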;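 note: 0% = ATP-challenged DMSO wells and 100% = DMSO wells without ATP; some compounds past the cut are filed as inactive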
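test system = CHO parental line | reagent = ATP stimulus | measured by = intracellular calcium via Fluo-8 no-wash fluorescent dye | control set = ATP and no-ATP DMSO wells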
TAAR1 antag = human TAAR1 antagonism. inhibition, % at 3 µM. CHO RD-HGA16 TAAR1, Fluo-8 calcium fluorescence, antagonist. AID 624466. 360,000 compounds, 1.5% hits. Q96RJ0;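 active = inhibition above a per-plate cutoff, the mean inhibition of test compounds on that plate plus 3 SD, cut at about 49% in these data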;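 note: 0% = DMSO plus EC80 beta-PEA response and 100% = DMSO alone without agonist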
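Test system: RD-HGA16 CHO cells with stable hTAAR1 and Gα16 / Probe or stimulus: EC80 β-phenethylamine stimulus / Times: seeding 17-24 h prior, 75-min 37 °C, 30-min RT dye loading / Detection: Fluo-8 calcium-sensitive fluorescence / Read-out basis: % inhibition scaled between DMSO and EC80 PEA controls / Repeats: singlicate, one well per test compound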
CHRM1 agonist = agonists of human M1 muscarinic receptor. P11229. CHO-K1 hM1, Fluo-8 calcium fluorescence, agonist mode; 0% DMSO, 100% acetylcholine EC100. activation, % at 3 µM. 360,000 compounds, 0.33% hits;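 active = activation above the run's mean compound activation plus 3 SD, cut at about 16% in these data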;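 note: peak over basal fluorescence ratio within a 140 s kinetic read after compound addition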
Target sequence (P11229 whole entry, looked up): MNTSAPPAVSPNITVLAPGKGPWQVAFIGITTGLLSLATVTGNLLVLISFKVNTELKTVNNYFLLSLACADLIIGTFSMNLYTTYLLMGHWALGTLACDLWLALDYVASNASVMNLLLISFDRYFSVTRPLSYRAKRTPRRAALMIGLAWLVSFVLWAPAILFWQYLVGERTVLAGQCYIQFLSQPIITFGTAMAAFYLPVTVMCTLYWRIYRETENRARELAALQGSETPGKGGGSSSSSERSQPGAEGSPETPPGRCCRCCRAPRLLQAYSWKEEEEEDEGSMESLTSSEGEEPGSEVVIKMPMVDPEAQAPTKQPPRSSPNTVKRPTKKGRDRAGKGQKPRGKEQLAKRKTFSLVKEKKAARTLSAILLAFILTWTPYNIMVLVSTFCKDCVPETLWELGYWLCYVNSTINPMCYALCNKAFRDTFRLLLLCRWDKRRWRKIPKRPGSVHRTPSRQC
M1 antag = antagonists of human M1 muscarinic receptor. CHO-K1 hM1, Fluo-8 calcium fluorescence, ACh EC80 antagonist. AID 588852. inhibition, % at 3 µM. 360,000 compounds, 1.3% hits. P11229;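 active = percent inhibition above its own plate's cutoff, namely the mean of that plate's compound wells plus 3 SD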;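 note: peak over basal fluorescence ratio during 140 s after agonist addition; 0% = ACh EC80 plus DMSO and 100% = DMSO alone without agonist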
CHO-K1 Ca antag = M1 antagonist counterscreen hit in parental CHO-K1 cells; ATP-induced calcium, Fluo-8 fluorescence; inhibition, % at 3 µM; 360,000 compounds, 0.6% hits; AID 602250;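 active = inhibition above a per-plate cutoff, the plate's mean sample inhibition plus 3 SD, cut at about 24% in these data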;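 note: 0% = DMSO plus EC80 ATP and 100% = DMSO alone without ATP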
OXTR potentiate = human OXTR potentiation. P30559. CHO-OTR cells, Fluo-8 calcium fluorescence, potentiator mode; 0% = oxytocin EC15, 100% = EC100. activation, % at 3 µM. 320,000 compounds, 0.061% hits;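 active = activation above that plate's cutoff, the mean activation of tested compounds plus 3 SD, cut at about 6.6% in these data, passing the limit was not always enough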;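 note: 100% uses oxytocin at 75 nM as the full agonist control; some results filed as inactive read as strong as hits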
Target sequence (P30559 whole entry, looked up): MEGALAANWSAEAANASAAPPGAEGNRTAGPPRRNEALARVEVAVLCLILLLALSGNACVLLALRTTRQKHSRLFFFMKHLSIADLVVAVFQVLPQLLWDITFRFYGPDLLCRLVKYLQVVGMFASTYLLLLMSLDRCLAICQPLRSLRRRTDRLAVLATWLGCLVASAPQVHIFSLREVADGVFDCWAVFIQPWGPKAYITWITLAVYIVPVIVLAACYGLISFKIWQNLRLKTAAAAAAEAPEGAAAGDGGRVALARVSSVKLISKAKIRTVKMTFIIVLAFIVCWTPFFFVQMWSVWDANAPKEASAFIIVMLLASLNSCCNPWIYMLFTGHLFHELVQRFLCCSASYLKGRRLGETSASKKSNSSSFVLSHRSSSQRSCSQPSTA
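Measured by – Fluo-8 calcium dye fluorescence · Test system – human OTR in CHO cells · Dosing – one concentration, 3.0 µM compound · Controls – EC15 oxytocin alone as 0%, 75 nM oxytocin as 100% · Evaluation – normalized max/min fluorescence ratio, % activation · Timing – 6 min pre-incubation, 100 s read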
CHO-K1 Ca ag = M1 agonist counterscreen hit in parental CHO-K1 cells. Fluo-8 calcium fluorescence; scaled to maximal ATP response, vehicle zero. 360,000 compounds, 0.48% hits. activation, % at 3 µM; in the data active = activation above about 15%;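 note: untransfected CHO-K1 host cells lacking M1 receptor as counterscreen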
TAAR1 ag = human TAAR1 agonism | activation, % at 3 µM | 360,000 compounds, 0.99% hits | CHO RD-HGA16 TAAR1, Fluo-8 calcium fluorescence; vehicle wells 0%, saturating PEA agonist 100% | AID 624467;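 active = activation above the mean activation of all test compounds in the run plus 3 SD, cut at about 38% in these data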
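System: CHO RD-HGA16 cells carrying human TAAR1 plus Gα16; Incubation: 17-24 h seeding, 75 min 37 °C dye, 30 min RT; Measured by: Fluo-8 fluorescence, 5 s baseline then 140 s kinetic read; Control set: DMSO and PEA EC100; Replication: single well for each compound.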
CHO-K1 Ca PAM = nonselective activator or artifact in parental CHO-K1 calcium assay; 360,000 compounds, 0.02% hits; ATP EC20, Fluo-8 calcium fluorescence; 0% at ATP EC20, 100% at ATP max; activation, % at 3 µM; AID 602247;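 active = activation above the run cutoff, the mean activation of all test compounds plus 3 SD, cut at about 40% in these data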;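 note: peak over basal fluorescence ratio in a 140 s read after ATP addition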
Starred values were filed as active, the others as inactive.

For O=C(c1cc([N+](=O)[O-])ccc1N1CCCCC1)N1CCCC1 the results were CHO parental Ca -11, TAAR1 antag 0, CHRM1 agonist -5, M1 antag -5, CHO-K1 Ca antag 2, OXTR potentiate 1, CHO-K1 Ca ag 0.6, TAAR1 ag 0 and CHO-K1 Ca PAM 20.
For CCCNC1CCS(=O)(=O)C1 (stereo not given) the results were CHO parental Ca -6, TAAR1 antag 2, CHRM1 agonist -2, M1 antag -17, CHO-K1 Ca antag -5, OXTR potentiate -6, CHO-K1 Ca ag 0.3, TAAR1 ag 19 and CHO-K1 Ca PAM 2.
Screening N#Cc1ccc(CNc2cnccn2)cc1 returned CHO parental Ca -5, TAAR1 antag -7, CHRM1 agonist -4, M1 antag 7, CHO-K1 Ca antag -9, OXTR potentiate -2, CHO-K1 Ca ag 0.3, TAAR1 ag 3 and CHO-K1 Ca PAM 18.
For CC1CCCCN1Cc1c(O)ccc2c(=O)c(-c3ccc(Cl)cc3)coc12 (stereo not given) the results were CHO parental Ca -6, TAAR1 antag -31, CHRM1 agonist -8, M1 antag -13, CHO-K1 Ca antag -14, OXTR potentiate 2, CHO-K1 Ca ag 0.0, TAAR1 ag -1 and CHO-K1 Ca PAM -3.
CCOc1cc(C2C3=C(CC(C)(C)CC3=O)OC3=C2C(=O)CC(C)(C)C3)cc([N+](=O)[O-])c1O was read as CHO parental Ca -30, TAAR1 antag -18, CHRM1 agonist -11, M1 antag -1, CHO-K1 Ca antag -25, OXTR potentiate 3, CHO-K1 Ca ag 0.4, TAAR1 ag 2 and CHO-K1 Ca PAM 14.
O=C1COc2ccc(-c3csc(NCCc4ccccc4)n3)cc2N1 was read as CHO parental Ca -14, TAAR1 antag 24, CHRM1 agonist -1, M1 antag -14, CHO-K1 Ca antag -9, OXTR potentiate -19, CHO-K1 Ca ag 0.7, TAAR1 ag 1 and CHO-K1 Ca PAM 31.
For O=C(COc1ccccc1Br)NCc1ccco1 the results were CHO parental Ca -15, TAAR1 antag -12, CHRM1 agonist -7, M1 antag -2, CHO-K1 Ca antag 17, OXTR potentiate -2, CHO-K1 Ca ag -0.2, TAAR1 ag 5 and CHO-K1 Ca PAM 8.
`O=C(Nc1cccc(-c2cn3ccsc3n2)c1)c1ccccc1` gave CHO parental Ca -12, TAAR1 antag 18, CHRM1 agonist -3, M1 antag -20, CHO-K1 Ca antag -7, OXTR potentiate -4, CHO-K1 Ca ag 2.4, TAAR1 ag 9 and CHO-K1 Ca PAM 17.
`O=C(N/N=C/c1ccc(O)c(O)c1)C1c2ccccc2Oc2ccccc21` gave CHO parental Ca -1, TAAR1 antag 15, CHRM1 agonist 2, M1 antag -47, CHO-K1 Ca antag 3, OXTR potentiate -3, CHO-K1 Ca ag -0.2, TAAR1 ag 5 and CHO-K1 Ca PAM 2.
C[C@H](CO)N1C[C@H](C)[C@@H](CN(C)Cc2ccncc2)Oc2c(NC(=O)C3CC3)cccc2C1=O was read as CHO parental Ca -6, TAAR1 antag 3, CHRM1 agonist -4, M1 antag 3, CHO-K1 Ca antag -15, OXTR potentiate -3, CHO-K1 Ca ag 0.2, TAAR1 ag 8 and CHO-K1 Ca PAM 18.
Cc1cc(C)cc(NS(=O)(=O)c2ccc(NC(=S)Nc3ccccc3)cc2)c1 was read as CHO parental Ca 15, TAAR1 antag -8, CHRM1 agonist -6, M1 antag -11, CHO-K1 Ca antag -10, OXTR potentiate -4, CHO-K1 Ca ag 2.0, TAAR1 ag 1 and CHO-K1 Ca PAM 16.
NC(=O)c1ccsc1NC(=O)COC(=O)CNC(=O)c1ccc(F)cc1 was read as CHO parental Ca -16, TAAR1 antag -3, CHRM1 agonist -1, M1 antag 3, CHO-K1 Ca antag -16, OXTR potentiate -4, CHO-K1 Ca ag 5.9, TAAR1 ag 3 and CHO-K1 Ca PAM 2.
Screening Cc1ccc(S(=O)(=O)NCCc2cc3ccc(C)c(C)c3[nH]c2=O)cc1 returned CHO parental Ca 9, TAAR1 antag 12, CHRM1 agonist -2, M1 antag -1, CHO-K1 Ca antag -9, OXTR potentiate -10, CHO-K1 Ca ag 12, TAAR1 ag 5 and CHO-K1 Ca PAM 16.
`O=C1c2ccccc2-c2c1nc1c([n+]2[O-])CCCC1` gave CHO parental Ca 4, TAAR1 antag -10, CHRM1 agonist -1, M1 antag -6, CHO-K1 Ca antag -13, OXTR potentiate -4, CHO-K1 Ca ag 0.8, TAAR1 ag 13 and CHO-K1 Ca PAM 16.
O=C(O)C1CC=CCC1C(=O)NCc1cn2ccccc2n1 (stereo not given) was read as CHO parental Ca 0, TAAR1 antag -16, CHRM1 agonist -5, M1 antag -11, CHO-K1 Ca antag -9, OXTR potentiate 0, CHO-K1 Ca ag 0.1, TAAR1 ag 4 and CHO-K1 Ca PAM 18.
O=C(NCCc1ccccc1)c1c[nH]c2ccccc2c1=O was read as TAAR1 antag -15, CHRM1 agonist 0, M1 antag -17, CHO-K1 Ca antag -5, CHO-K1 Ca ag 3.4, TAAR1 ag 17 and CHO-K1 Ca PAM 15.
Screening COc1ccc(OCCCC(=O)Nc2nncs2)cc1 returned CHO parental Ca -3, TAAR1 antag 4, CHRM1 agonist 1, M1 antag 1, CHO-K1 Ca antag -7, OXTR potentiate -13, CHO-K1 Ca ag 0.6, TAAR1 ag 3 and CHO-K1 Ca PAM 14.
For O=C(/C=C/c1ccc(Br)cc1)NCc1cccs1 the results were CHO parental Ca -9, TAAR1 antag 0, CHRM1 agonist -6, M1 antag 2, CHO-K1 Ca antag 6, OXTR potentiate 0, CHO-K1 Ca ag 0.2, TAAR1 ag -2 and CHO-K1 Ca PAM 2.
`CCS(=O)(=O)N1CCC(NC(C)=O)(c2ccccc2)CC1` gave CHO parental Ca -3, TAAR1 antag 2, CHRM1 agonist -1, M1 antag -16, CHO-K1 Ca antag -1, OXTR potentiate -6, CHO-K1 Ca ag -0.2, TAAR1 ag 7 and CHO-K1 Ca PAM 15.
For CC#CC[N+](C)(C)CCCCCC the results were CHO parental Ca -6, TAAR1 antag -3, CHRM1 agonist -1, M1 antag -13, CHO-K1 Ca antag 6, OXTR potentiate -2, CHO-K1 Ca ag 0.1, TAAR1 ag 3 and CHO-K1 Ca PAM 0.
Screening COc1ccc(N=C2NC(=O)S/C2=C\c2ccc(N(C)C)cc2)cc1 returned CHO parental Ca 37*, TAAR1 antag 58*, CHRM1 agonist 9, M1 antag 5, CHO-K1 Ca antag -4, OXTR potentiate -24, CHO-K1 Ca ag 5.7, TAAR1 ag 27 and CHO-K1 Ca PAM 1.
COc1ccccc1CCCNC(=O)C1CCC(=O)N(CCc2ccc(Cl)cc2)C1 (stereo not given) was read as CHO parental Ca 0, TAAR1 antag -7, CHRM1 agonist -2, M1 antag -14, CHO-K1 Ca antag -4, OXTR potentiate -12, CHO-K1 Ca ag 1.8, TAAR1 ag -1 and CHO-K1 Ca PAM -13.
`CC(=O)N1CCCc2cc(S(=O)(=O)CCC(=O)Nc3cccc(C)c3C)ccc21` gave CHO parental Ca -16, TAAR1 antag -6, CHRM1 agonist -3, M1 antag 8, CHO-K1 Ca antag -2, OXTR potentiate -6, CHO-K1 Ca ag 1.8, TAAR1 ag 1 and CHO-K1 Ca PAM 7.
Screening COc1cc(Cn2c(C(=O)O)cc3sccc32)cc(OC)c1OC returned TAAR1 antag 7, CHRM1 agonist -3, M1 antag -19, CHO-K1 Ca antag -14, CHO-K1 Ca ag 0.4, TAAR1 ag 0 and CHO-K1 Ca PAM 10.
O=C(CCCc1c[nH]c2ccccc12)N1CCN(S(=O)(=O)c2cccs2)CC1 was read as CHO parental Ca -6, TAAR1 antag 29, CHRM1 agonist -1, M1 antag 11, CHO-K1 Ca antag 6, OXTR potentiate -8, CHO-K1 Ca ag 4.0, TAAR1 ag 27 and CHO-K1 Ca PAM 4.
C=CCn1c(SCC(=O)NCC2CCCO2)nnc1C1CCCCC1 (stereo not given) was read as CHO parental Ca 0, TAAR1 antag 6, CHRM1 agonist -4, M1 antag -5, CHO-K1 Ca antag -6, OXTR potentiate -5, CHO-K1 Ca ag 0.0, TAAR1 ag 0 and CHO-K1 Ca PAM 15.
For O=C(O)/C=C/C(=O)NNC(=O)c1ccc(Br)cc1 the results were CHO parental Ca -4, TAAR1 antag -5, CHRM1 agonist -7, M1 antag -4, CHO-K1 Ca antag 16, OXTR potentiate -6, CHO-K1 Ca ag 0.1, TAAR1 ag -1 and CHO-K1 Ca PAM -3.
Screening CC(=O)Nc1ccc(S(=O)(=O)N2CCc3cc4c(cc3C2C)OCCCO4)cc1 (stereo not given) returned CHO parental Ca 5, TAAR1 antag 3, CHRM1 agonist -4, M1 antag 4, CHO-K1 Ca antag -4, OXTR potentiate -4, CHO-K1 Ca ag 2.1, TAAR1 ag 4 and CHO-K1 Ca PAM 8.
For Cc1cccc(CSc2nnc(CCNC(=O)OC(C)(C)C)o2)c1 the results were CHO parental Ca -17, TAAR1 antag -49, CHRM1 agonist -6, M1 antag -5, CHO-K1 Ca antag -1, OXTR potentiate -7, CHO-K1 Ca ag 1.3, TAAR1 ag 2 and CHO-K1 Ca PAM 7.
CCOc1ccc(Cl)cc1-c1cc(C(=O)Nc2ccc(OC)nc2)[nH]n1 was read as TAAR1 antag 9, CHRM1 agonist -7, M1 antag -12, CHO-K1 Ca antag -12, CHO-K1 Ca ag 2.0, TAAR1 ag 0 and CHO-K1 Ca PAM 15.
CCn1c(C)nc2cc(C(=O)NNC(=O)CN(C)S(=O)(=O)c3ccc(NC(C)=O)cc3)ccc21 was read as CHO parental Ca -1, TAAR1 antag -18, CHRM1 agonist -1, M1 antag 0, CHO-K1 Ca antag -7, OXTR potentiate -4, CHO-K1 Ca ag 0.0, TAAR1 ag 0 and CHO-K1 Ca PAM 10.
`CCOC(=O)C1CCN(C(=O)CNS(=O)(=O)c2cccs2)CC1` gave CHO parental Ca -1, TAAR1 antag 7, CHRM1 agonist -3, M1 antag -8, CHO-K1 Ca antag 3, OXTR potentiate -9, CHO-K1 Ca ag -0.1, TAAR1 ag 0 and CHO-K1 Ca PAM -7.
Screening Cc1c(NS(=O)(=O)c2ccc3c(c2)OCCO3)cccc1-c1nc2cccnc2s1 returned CHO parental Ca 19, TAAR1 antag 24, CHRM1 agonist 1, M1 antag 1, CHO-K1 Ca antag -4, OXTR potentiate -7, CHO-K1 Ca ag 5.7, TAAR1 ag 6 and CHO-K1 Ca PAM 24.
`O=C(Nc1ncccc1O)c1ccc(S(=O)(=O)NCc2ccco2)cc1` gave TAAR1 antag 9, CHRM1 agonist 1, M1 antag -24, CHO-K1 Ca antag 4, CHO-K1 Ca ag -0.3, TAAR1 ag 0 and CHO-K1 Ca PAM 8.

Outcome played no part in choosing rows (roughly 4.2% active in at least one column).
